# Screening results as filed in PubChem.
# IDE act = human IDE activators in live cells, primary screen, fluorescence polarization, HEK cells, FAbeta-B substrate; 340,000 tested, 0.073% active; FAbeta-B cleavage; 0% vehicle, 100% cell-free pure enzyme wells; activation, % at 5.96 µM; AID 493087, 2011;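 active = activation above the mean of all tested compounds plus 3 SD, set per screening campaign, cut at about 17% in these data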
# IMP-1 inh = IMP-1 metallo-beta-lactamase inhibitors, primary screen, biochemical, epi-absorbance readout, Pseudomonas aeruginosa enzyme; purified IMP-1, nitrocefin hydrolysis, epi-absorbance fluorescence; inhibition, % at 5.6 µM; 290,000 tested, 0.45% active; AID 1556, 2009;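 active = inhibition above the mean plus 3 SD of all compounds in the same screening run, cut at about 4.5% in these data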;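 note: 0% = IMP-1 with DMSO and 100% = DMSO wells lacking enzyme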
#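 System – purified recombinant IMP-1 beta-lactamase · Input – IMP-1 dispensed at 0.2 nM · Timing – 15 min preincubation plus 25 min reaction at 25 °C · Signal – Epi-absorbance fluorescence, 480 nm excitation, 530 nm emission · Measure – percent IMP-1 inhibition derived from blank-referenced optical density · Controls – Enzyme-plus-DMSO low control, enzyme-free DMSO high control · Replication – singlicate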
# p-CIP stab down = p/CIP-EGFP fusion destabilizers, primary screen, fluorescence, F442A cells | Q05BA5 | 16 h | decrease of EGFP signal, % at 10 µM | 290,000 tested, 0.01% active | AID 1984, 2009;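 active = EGFP signal decrease of at least 30% at 10 µM or well 3 SD below plate mean, unless failing retest; inactive = the rest, including hits failing retest or dose response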; note: some compounds called inactive have numbers as strong as hits; many of its hits are not listed in these tables
# VIM-2 inh = VIM-2 metallo-beta-lactamase inhibitors, primary screen, biochemical, epi-absorbance readout, Pseudomonas aeruginosa enzyme; purified VIM-2, nitrocefin hydrolysis, epi-absorbance fluorescence; inhibition, % at 5.6 µM; 290,000 tested, 0.89% active;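 active = inhibition above the mean of all tested compounds plus 3 SD, cutoff set per screening run, cut at about 7.5% in these data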;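 note: red hydrolysis product quenches plate fluorescence so inhibitors raise well fluorescence; 0% = enzyme with DMSO and 100% = DMSO without enzyme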
# HCV NS3 hel inh = inhibitors of HCV NS3 helicase, primary screen, biochemical, Cy5 molecular beacon fluorescence. NS3 helicase DNA unwinding. inhibition, % at 10.9 µM. 290,000 tested, 0.56% active. AID 1800, 2009;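 active = inhibition above the mean of all tested compounds plus 3 SD, set per campaign, cut at about 35% in these data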;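 note: 0% = DMSO wells and 100% = thioflavine S control wells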
#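 Compound dosing – single dose, 10.9 µM nominal final, DMSO 0.8% final · System – NS3 helicase fragment of HCV · Buffer or medium – MOPS pH 6.5, MgCl2, DTT, Tween20, BSA · Signal – Cy5 beacon fluorescence read at start and 1 h · Also added – annealed dual-labelled DNA beacon duplex, ATP-started · Schedule – 1 h at 25 °C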
# DNA FID counter = compounds displacing fluorescent DNA intercalator, primary screen, artefact control for HCV NS3 helicase inhibitor project, biochemical, FID fluorescence; DNA fluorescent intercalator displacement; inhibition, % at 7.9 µM; 290,000 tested, 0.17% active; AID 1845, 2009; in the data active = inhibition above about 37%;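 note: 0% = vehicle and 100% = reference compound; higher means more ethidium bromide displaced from hairpin DNA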
# IDE cell inh = human IDE inhibitors in live cells, primary screen, fluorescence polarization, HEK cells, FAbetaB substrate | Insulin-degrading enzyme (Homo sapiens), P14735 | inhibition, % at 5.59 µM | AID 434962, 2010 | 320,000 tested, 0.41% active | FAbetaB cleavage;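 active = percent inhibition above the average of all tested compounds plus 3 SD, set per screening campaign, cut at about 16% in these data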;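 note: IDE supplied by intact live HEK cells; FP after avidin binding of uncleaved biotin substrate so inhibition keeps polarization high; 0% = DMSO wells and 100% = 60 µM reference IDE inhibitor Ii1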
# PfM18AAP inh = PfM18AAP inhibitors, malaria aminopeptidase, primary screen, biochemical, QFRET, recombinant enzyme; M18 aspartyl aminopeptidase (Plasmodium falciparum 3D7); H-Glu-NHMec fluorogenic cleavage; inhibition, % at 7.35 µM; 290,000 tested, 1.2% active;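 active = inhibition above the campaign mean inhibition over all tested compounds plus 3 SD, cut at about 28% in these data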;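 note: 0% = plate median of test compound wells and 100% = 2 mM ZnCl2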
# UBC9 SUMO inh = inhibitors of in vitro SUMOylation cascade, primary screen, biochemical, HTRF, uHTS; SUMO-conjugating enzyme UBC9 (Homo sapiens), P63279; HTRF SUMOylation assay, SAE1/SAE2 + UBC9; inhibition, % at 35 µM; 290,000 tested, 0.36% active; in the data active = inhibition above about 50%, passing the limit was not always enough; note: strong numbers were not always called active
# Target sequence (P63279 whole entry, looked up): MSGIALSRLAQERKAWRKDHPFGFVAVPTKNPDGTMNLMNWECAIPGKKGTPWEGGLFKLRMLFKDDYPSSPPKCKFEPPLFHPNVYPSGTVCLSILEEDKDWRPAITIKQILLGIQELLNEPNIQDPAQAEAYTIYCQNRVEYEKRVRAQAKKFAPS
# The depositor's hits bear a star; / = not tested or not shown.
SMILES,IDE act,IMP-1 inh,p-CIP stab down,VIM-2 inh,HCV NS3 hel inh,DNA FID counter,IDE cell inh,PfM18AAP inh,UBC9 SUMO inh
Cc1ccc(N2CC(C(=O)NC3CC3)CC2=O)cc1Cl (stereo not given),0,-3.6,0,-3.0,3,-8,-1,4,-1
CCCCC(=O)Nc1ccc(NC(=S)NC(=O)CC(C)C)cc1OC,0,-3.0,-22,-1.8,-1,-21,-5,-1,15
Cc1ccc(NC(=O)CNC(=O)c2ccco2)cc1Cl,-4,-0.3,11,-0.8,-6,0,1,-7,-4
Cc1cc(NS(C)(=O)=O)c(=O)n(Cc2cccc(F)c2)c1,2,-2.0,1,-1.4,-1,-2,/,8,9
O=C(COc1ccc(S(=O)(=O)N2CCCCC2)cc1Cl)N1CCOCC1,3,-0.2,-20,-0.2,-1,-16,-3,-14,19
COc1cc(OC)cc(N(C(=O)CNC(=O)c2cccs2)C(C(=O)NCC2CCCO2)c2ccccc2)c1 (stereo not given),2,-3.5,6,0.0,8,-51,11,-1,11
Cc1ccc(-c2noc(CCCc3ccccc3)n2)cc1,3,-1.7,-7,0.6,-1,-5,4,-19,-19
Cc1cc(NC(=O)c2ccc(Br)c([N+](=O)[O-])c2)no1,1,0.6,-14,1.2,-13,4,-3,8,23
Cc1ccc(Nc2nnc(SCc3cc(=O)n4ccsc4n3)s2)c(C)c1,3,2.5,-21,-1.3,14,-15,1,9,27
COc1ccc(/C(N)=N/OC(=O)c2ccc3c(c2)OCO3)cc1OC,7,-0.1,-2,1.7,10,-1,1,-11,-1
COc1ccc(/C(C)=N\NC(=O)CNC(=O)C(c2ccccc2)c2ccccc2)cc1OC,-1,-2.3,6,-1.8,-2,-36,1,-1,40
COc1c(Cl)cccc1-c1cn2ccccc2n1,2,-3.5,-1,-3.4,0,-2,2,5,2
CCOc1c(Cl)cc(CNCc2ccccn2)cc1OC,8,-4.5,-19,5.6,-10,1,2,-4,12
N#Cc1ccccc1NC(=O)c1ccc(-c2ccccc2Cl)o1,5,-3.0,-12,0.3,-1,-6,-2,2,-8
CN1C(=S)SC(N(O)C(=O)Nc2cccc3ccccc23)C1(C)C (stereo not given),1,-0.5,-7,-0.4,10,10,-1,1,29
COc1cc(C(=O)OCCNC(=O)c2ccncc2)cc(OC)c1OC,5,-2.1,-5,1.8,3,0,1,-6,-5
O=C(CSc1nc2c(sc3ccccc32)c(=O)n1CCO)NCC1CCCO1 (stereo not given),1,-2.8,0,-1.3,-4,-2,2,0,32
CSCCC(NS(=O)(=O)c1ccccc1F)C(=O)Nc1cccc(C)n1 (stereo not given),-5,-1.5,-13,-1.9,-13,-14,2,4,3
Cc1ccc(C2=NS(=O)(=O)N(C)C(C(=O)NC3CCCCC3)=C2)cc1,3,-3.7,-11,-2.8,-6,-19,3,2,8
Cn1c(=O)cc(SCC(=O)Nc2cccnc2)c2ccccc21,0,-3.1,-2,-0.9,8,-15,3,-30,29
O=C1CCCN1CC1CCN(Cc2nc(CC3CC3)no2)CC1,11,-3.4,-3,-4.6,-9,-5,0,0,5
O=C(Nc1cccc(Cl)c1N1CCOCC1)c1ccc([N+](=O)[O-])o1,1,-2.6,3,-5.0,-2,5,0,0,-7
Cc1ccc(CS(=O)(=O)CCC(=O)NCc2cccs2)cc1,0,-1.7,2,-1.8,-3,-1,5,-4,10
COc1ccc(/C(=N/OC(C)=O)c2nccc3cc(OC)c(OC)cc23)cc1OC,6,-0.3,-1,-0.6,0,-23,-2,-6,30
COc1ccc(NC(=O)N2CCCCC2c2cccnc2)cc1 (stereo not given),2,-2.3,5,-2.6,-2,3,0,4,0
Cc1ccc(Sc2sc(=O)n(C)c2S(=O)(=O)c2ccc(C)cc2)cc1,-7,-2.0,10,-0.6,5,3,4,-16,-5
Cn1cnnc1SC(C(=O)Nc1ccc(F)cc1)c1ccccc1 (stereo not given),1,2.5,-9,2.0,0,-8,2,8,20
CCC1(C)Cc2c(sc3c2c(=O)n(C)c2nnc(SCc4ccccc4)n32)CO1 (stereo not given),5,-4.1,-13,-2.3,2,-2,5,-6,27
Cc1nn(-c2ccc(Cl)cc2)c(=O)c2c(C)noc12,6,-1.7,-11,-2.0,6,-1,-2,10,-1
COc1ccc(OC)c(C(=O)NC2CCSc3ccccc32)c1 (stereo not given),0,-4.5,-2,-1.6,-8,-26,-15,4,-29
Cc1ccc(N=C(N(C)C)P(=O)(N(C)C)N(C)C)c(C)c1,-2,-3.1,-12,-6.5,3,-2,6,-2,3
O=C(Nn1cnnc1)c1ccccc1Cl,5,-1.7,6,-2.0,8,-4,3,55*,12
Cc1ccc(C)c2[nH]c(=O)c(CCNC(=O)CCc3ccccc3)cc12,1,-4.3,-16,-3.6,-8,-41,3,15,4
Cn1cc(/C=C(\C#N)C(=O)Nc2ncc(Cc3ccc(Cl)cc3)s2)c2ccccc21,-2,-2.7,-13,-0.2,11,1,-1,-7,29
O=C(O)c1ccc(CSc2nc3ccc(NC(=O)c4ccccc4C(=O)O)cc3s2)cc1,4,-2.5,4,-0.6,24,-31,2,1,15
Cc1occc(=O)c1O,-1,-3.0,-10,-2.3,1,0,-3,3,-11
Cc1ccc(Cc2cnc(N)s2)o1,-4,-2.2,-13,-3.1,33,-7,7,23,28
CCCCc1cc(C)c(S(=O)(=O)c2ccccc2C)c(=O)[nH]1,3,-2.1,3,0.4,-10,-17,2,0,-22
COc1cccc(CN2CCN(Cc3nc(-c4cccc(F)c4F)oc3C)CC2=O)c1,2,2.5,-6,-3.6,4,-28,2,2,20
Fc1ccccc1CNc1nc(-c2cccnc2)nc2ccccc12,-9,-2.3,6,-1.2,-20,-14,6,4,-11
c1ccc(Cc2nnc(N3CCCCC3)c3ccccc23)cc1,-5,-1.1,-8,-3.3,4,-29,2,-1,6
O=C(NCCN1CCN(c2ccccc2F)CC1)c1ccc2nc3ccccc3c(=O)n2c1,-4,-2.3,-11,6.0,-14,1,/,2,39
COc1ccc2nc(NC(=O)CN(c3ccc(C)cc3)S(=O)(=O)c3c(C)nn(C)c3C)sc2c1,-1,-2.8,-8,-3.3,-63,-10,16*,1,-10
Cn1c(=O)[nH]c(=O)c2c1nc(NC1CCCCC1)n2CC(=O)NC1CCCCC1,/,-0.7,-11,-0.8,-1,1,/,-7,-2
O=C(NCC1CCCO1)C(c1cccs1)N(Cc1ccccc1)C(=O)c1ccc(-c2ccccc2)[nH]1 (stereo not given),5,-1.6,-2,-8.1,-14,-33,13,-3,-18
CC(C)(C)NC(=O)CSCc1c(Cl)cccc1Cl,1,-2.5,8,-1.4,7,-12,3,-3,-6
Cc1cc(C)c2cc(C#N)c(NCCNC(=S)NCCCN3CCOCC3)nc2c1,-2,-0.7,10,1.5,-25,16,0,-1,18
COC(=O)CSc1nnc(CNC(=O)c2ccccc2OC)n1C,6,-1.7,-20,0.4,1,-1,1,0,15
Cc1ccc(Nc2nc(C)c(CCC(C)C)c(=O)[nH]2)cc1,3,-2.6,3,-3.0,6,-5,2,0,-21
Cc1cc(CNC(=O)COc2ccccc2)c2ccccc2n1,10,-1.7,-9,-0.7,-14,-5,/,-9,21

# 4 entries picked at random from the list so far:
SMILES,IDE act,IMP-1 inh,p-CIP stab down,VIM-2 inh,HCV NS3 hel inh,DNA FID counter,IDE cell inh,PfM18AAP inh,UBC9 SUMO inh
CSCCC(NS(=O)(=O)c1ccccc1F)C(=O)Nc1cccc(C)n1 (stereo not given),-5,-1.5,-13,-1.9,-13,-14,2,4,3
COc1cc(C(=O)OCCNC(=O)c2ccncc2)cc(OC)c1OC,5,-2.1,-5,1.8,3,0,1,-6,-5
Fc1ccccc1CNc1nc(-c2cccnc2)nc2ccccc12,-9,-2.3,6,-1.2,-20,-14,6,4,-11
CN1C(=S)SC(N(O)C(=O)Nc2cccc3ccccc23)C1(C)C (stereo not given),1,-0.5,-7,-0.4,10,10,-1,1,29

# New compounds follow.
SMILES,IDE act,IMP-1 inh,p-CIP stab down,VIM-2 inh,HCV NS3 hel inh,DNA FID counter,IDE cell inh,PfM18AAP inh,UBC9 SUMO inh
Cn1c(Oc2ccc(Cl)c3cccnc23)nc2c1c(=O)n(Cc1ccccc1Cl)c(=O)n2C,/,-0.3,-18,2.0,6,-1,/,-10,-14
COc1cccc(-n2nc(C(=O)N3CC(C)CC(C)C3)c3ccccc3c2=O)c1 (stereo not given),-10,-5.5,10,-3.6,0,-27,0,-5,-17
CCNc1nc(Oc2ccc(=O)n(-c3ccccc3)n2)nc(N(C)C)n1,0,1.0,-8,-0.4,1,-18,4,-3,-6
COc1ccc2nc(NNC(=O)C3COc4ccccc4O3)sc2c1 (stereo not given),2,0.2,5,-4.4,-1,-6,2,31*,3
CCn1c(O)c(/C=N/N=C/c2ccccc2)c2ccc(C3=NNC(=O)CC3)cc21,-2,-2.9,-24,-1.7,2,-11,-3,6,16
COc1ccc(C(C)=O)cc1CSCCC(=O)O,5,-3.7,-17,-4.3,13,-4,4,-5,26
COCCCN1C(=O)C2C(C(=O)Nc3cccc(Cl)c3)C3C=CC2(O3)C1C(=O)NC1CCCCC1 (stereo not given),1,-2.6,4,-0.6,5,-18,-2,8,-8
CCOC(=O)C1=C(CSCC(=O)OC)NC(=O)NC1c1cc(C)ccc1C (stereo not given),0,-1.6,-8,-3.0,1,-26,12,-10,12
Cc1nc2ccccn2c1C(=O)NN=C1CCN(C)CC1,-1,-1.0,8,-0.1,-2,-2,4,-4,6
O=C(CCOc1ccccc1)OCC(=O)c1cc2ccccc2o1,2,-1.7,-1,-2.8,8,-16,-1,1,26
COc1cccc(C2/C(=C(\O)c3ccc4c(c3)OCCO4)C(=O)C(=O)N2c2nnc(C)s2)c1 (stereo not given),3,-0.4,-1,4.6,-1,-45,1,-5,5
C=CCN(CC=C)S(=O)(=O)c1ccc2nc(NC(=O)C(C)C)sc2c1,0,-5.2,6,-2.4,-9,-13,9,-8,1
Cn1cc([N+](=O)[O-])cc1-c1nc2ccccc2n1C,6,-2.5,0,0.1,-3,0,1,-2,0
O=C(CCCN1C(=O)c2ccccc2C1=O)NCCCN1CCOCC1,2,1.9,-12,-1.1,7,0,-1,2,11
CCOc1ccc(CCNC(=O)C2CCN(S(=O)(=O)c3ccc(C)cc3)CC2)cc1OCC,8,0.9,-2,0.9,12,-62,0,-17,-12
CCOC(=O)C1CCN(S(=O)(=O)c2cccc3nonc23)CC1,0,-1.7,12,-1.3,2,3,4,0,2
COCCCn1c(SCc2ccc(OC)cc2)nc2cc(OC)c(OC)cc2c1=N,3,-1.1,-22,-8.6,-25,-1,-4,0,-31
